# Bioassay records as filed in PubChem.
# PAD4 FP inh: PAD4 (human) enzyme inhibition. AID 485272. inhibition, % at 6.36 µM. recombinant PAD4, RCA probe fluorescence polarization. Q9UM07. 0.41% of 330,000 active;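 active = percent inhibition above a cutoff equal to the mean of all tested compounds plus 3 SD, cut at about 15% in these data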;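 also: 0% = PAD4 with RCA probe and DMSO and 100% = probe without PAD4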
# GSTO1 counter: GSTO1 inhibition, counter-screen for RBBP9 inhibitors. AID 1974. recombinant GSTO1, activity-based probe fluorescence polarization. 1.1% of 300,000 active. P78417. inhibition, % at 5.96 µM;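 active = inhibition above the campaign mean inhibition plus 3 SD, cut at about 35% in these data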;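 also: 0% = GSTO1-1 with DMSO and 100% = wells lacking GSTO1-1 enzyme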
# Target sequence (P78417 whole entry, looked up): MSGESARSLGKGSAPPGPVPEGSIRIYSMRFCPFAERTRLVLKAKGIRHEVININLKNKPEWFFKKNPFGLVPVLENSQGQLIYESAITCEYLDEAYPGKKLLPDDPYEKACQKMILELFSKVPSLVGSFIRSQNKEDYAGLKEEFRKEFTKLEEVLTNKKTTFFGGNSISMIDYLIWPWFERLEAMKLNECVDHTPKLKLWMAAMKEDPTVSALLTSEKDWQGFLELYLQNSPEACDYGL
# PAFAH1B3 inh: inhibitors of human PAFAH1B3. Q15102. recombinant PAFAH1B3, FP-rhodamine probe, fluorescence polarization. inhibition, % at 3.39 µM. 0.28% of 340,000 active. AID 492972;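 active = inhibition above the screen-wide average of all tested compounds plus 3 SD, cut at about 25% in these data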;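 also: 0% = enzyme with DMSO only and 100% = wells lacking PAFAH1B3 protein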
# PAFAH1B2 inh: blocks human PAF acetylhydrolase 1b catalytic subunit 2 | P68402 | recombinant PAFAH1B2, FP-rhodamine activity probe, fluorescence polarization | inhibition, % at 3.39 µM | 1.2% of 340,000 active;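 active = inhibition above the mean of all tested compounds plus 3 SD, cut at about 24% in these data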;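 also: 0% = enzyme with DMSO and 100% = wells lacking PAFAH1B2; many of its hits are not listed in these tables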
# LYPLA1 counter: LYPLA1 (human) inhibition in PME1 counter-screen. O75608. recombinant LYPLA1, FP-Rh probe fluorescence polarization. inhibition, % at 5.9 µM. 0.16% of 320,000 active. AID 2174;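 active = inhibition above the mean of all tested compounds plus 3 SD, set per campaign, cut at about 14% in these data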;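 also: inhibitors block serine hydrolase probe labeling of LYPLA1 so polarization falls; 0% = enzyme with DMSO and 100% = wells lacking LYPLA1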
# pPAFAH inh: pPAFAH (human) enzyme inhibition; 1.5% of 330,000 active; AID 463082; recombinant pPAFAH, FP-rhodamine probe fluorescence polarization; Q13093; inhibition, % at 3.39 µM;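 active = inhibition above the mean inhibition across the screen plus 3 SD, cut at about 25% in these data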;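 also: inhibitors block binding of the rhodamine activity-based probe so polarization drops; 0% = enzyme with DMSO and 100% = wells lacking pPAFAH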
# Target sequence (Q13093 whole entry, looked up): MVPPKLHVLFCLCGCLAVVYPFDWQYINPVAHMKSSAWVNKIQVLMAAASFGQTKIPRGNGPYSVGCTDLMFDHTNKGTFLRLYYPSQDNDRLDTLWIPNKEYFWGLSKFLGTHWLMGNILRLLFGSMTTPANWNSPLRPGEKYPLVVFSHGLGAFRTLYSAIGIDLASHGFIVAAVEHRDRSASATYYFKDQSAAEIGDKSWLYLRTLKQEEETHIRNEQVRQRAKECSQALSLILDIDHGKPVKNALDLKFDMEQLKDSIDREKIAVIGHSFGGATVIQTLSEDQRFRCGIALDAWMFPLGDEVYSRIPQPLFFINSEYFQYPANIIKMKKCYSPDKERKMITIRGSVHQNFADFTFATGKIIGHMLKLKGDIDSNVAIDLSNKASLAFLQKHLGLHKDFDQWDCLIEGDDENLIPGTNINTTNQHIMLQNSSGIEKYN
# PAFAH2 FP inh: inhibitors of human PAFAH2 | Q99487 | AID 492956 | recombinant PAFAH2, FP-rhodamine activity probe, fluorescence polarization | inhibition, % at 3.39 µM | 0.99% of 340,000 active;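 active = inhibition above the mean over all tested compounds plus 3 SD, cut at about 30% in these data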;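 also: inhibitors block probe labeling of enzyme so polarization drops; 0% = enzyme with DMSO and 100% = wells lacking PAFAH2 protein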
# PREPL inh: human PREPL enzyme inhibition; inhibition, % at 5.96 µM; AID 2751; 0.68% of 320,000 active; recombinant PREPL, fluorescence polarization activity-based probe; Q4J6C6; in the data active = inhibition above about 43%;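 also: 0% = enzyme with DMSO and 100% = wells lacking enzyme; many of its hits are not listed in these tables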
# LYPLA2 counter: blocks human lysophospholipase 2, a PME1 counter-screen. recombinant LYPLA2, FP-Rh probe fluorescence polarization. inhibition, % at 5.9 µM. 0.38% of 320,000 active;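 active = inhibition above the screen-wide mean plus 3 SD, limit set per campaign, cut at about 26% in these data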;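 also: 0% = LYPLA2 with DMSO and 100% = wells lacking LYPLA2 enzyme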
# Target sequence (O95372 whole entry, looked up): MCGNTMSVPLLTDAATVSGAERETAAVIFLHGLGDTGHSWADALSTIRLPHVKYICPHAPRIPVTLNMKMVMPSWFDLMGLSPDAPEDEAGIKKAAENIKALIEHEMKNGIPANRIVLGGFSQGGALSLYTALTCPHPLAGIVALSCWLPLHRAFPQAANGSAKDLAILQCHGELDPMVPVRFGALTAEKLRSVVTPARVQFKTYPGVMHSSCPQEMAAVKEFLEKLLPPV
# * marks the source's active call; other numbers are inactive results; x = not tested or not shown.
SMILES,PAD4 FP inh,GSTO1 counter,PAFAH1B3 inh,PAFAH1B2 inh,LYPLA1 counter,pPAFAH inh,PAFAH2 FP inh,PREPL inh,LYPLA2 counter
O=C1COCCOCCOCCOCC(=O)NCCN1,-3,1,8,3,-4,3,2,20,4
COc1ccc(N2CCN(C(=O)CSc3ccccc3)CC2)cc1,-3,5,8,0,1,14,-2,6,10
Cc1cccc(C(c2c(C)nn(-c3ccccc3)c2N)c2c(C)nn(-c3ccccc3)c2N)c1,5,-2,2,3,-2,3,-2,7,-1
O=C(CN1CCCC1)Nc1ccc(NC(=O)Nc2ccccc2)cc1,1,-3,9,2,-5,3,3,3,0
Cc1c(C(=O)O)sc2nc(C)n(C)c(=O)c12,-2,3,-4,9,-2,-4,6,10,-4
CC(=O)NNC(=O)CCC(=O)Nc1ccccc1,3,6,10,-5,3,1,-2,10,3
CS(=O)(=O)N1CCCC(C(=O)Nc2cccc(F)c2)C1 (centres undefined),3,1,2,-2,2,5,-11,-8,5
CCCN(CCC)CC(O)Cn1c2ccccc2c2ccccc21 (centres undefined),-1,-3,2,2,-3,1,-5,7,-7
Cc1ccc(S(=O)(=O)N2CCCOC2CNC(=O)C(=O)NCc2ccc3c(c2)OCO3)cc1 (centres undefined),-2,2,1,7,0,-1,1,8,0
COCCNC(=O)C(=O)NCC1OCCN1S(=O)(=O)c1ccc2c(c1)OCCO2 (centres undefined),-4,-1,4,2,-1,-3,4,-2,-5
CCN(C1CCS(=O)(=O)C1)S(=O)(=O)c1ccc2ccccc2c1 (centres undefined),-1,2,10,4,0,-1,2,-2,-4
O=C(c1cccc(NS(=O)(=O)c2ccccc2)c1)N1CCCC1,-1,6,-1,-1,1,4,-5,-7,4
Cc1cc(O)c(-c2cc(C(=O)Nc3sc4c(c3C(=O)NCc3ccco3)CCC4)[nH]n2)cc1C,2,-19,-4,3,-18,-1,-25,12,-22
CN(C)c1nc(N(C)C)nc(N(C)C)n1,-1,6,5,4,-1,-1,-2,-4,-5
COC(=O)C1C(=O)c2c(C)noc2CC1(C)C (centres undefined),-1,12,0,-1,-5,7,2,-5,-1
CCC(Sc1nc2ncnc(N)c2[nH]1)C(=O)O (centres undefined),-6,3,7,3,0,-4,-3,1,-3
CC(C)CN(C(=O)c1ccc(=O)n(C)n1)c1c(N)n(Cc2ccccc2)c(=O)[nH]c1=O,-2,3,-5,3,-3,3,6,-3,-5
COc1ccc(NC(=S)NCC2CCCO2)c(C)c1 (centres undefined),-1,-5,4,-1,2,4,-1,4,5
CCCCCOc1ccc(Cn2ccnc2)cc1[N+](=O)[O-],-1,-6,-6,5,3,6,-7,11,16
CCC(C)C(=O)Nc1nc(C)c(-c2csc(Nc3ccccc3OC)n2)s1 (centres undefined),-1,0,14,4,-10,20,3,10,-3
O=C1CC(N2CCN(C3CCc4ccccc4C3)CC2)C(=O)N1c1ccccc1 (centres undefined),-1,-3,-3,9,1,2,-2,4,5
C=CCn1c(SCC(=O)NC2CC2)nnc1-c1cccc(OC)c1,-6,7,-4,0,-2,4,-3,2,0
COc1ccc(CN(C)C(=O)c2ccc3c(=O)n4c(nc3c2)CCC4)c(OC)c1,-4,-5,2,1,-2,4,-5,18,-11
C=CCN(CC=C)S(=O)(=O)c1ccc(C(=O)Nc2nc3c(s2)CCc2ccccc2-3)cc1,-8,-3,-4,-7,-6,0,-5,-4,-4
CS(=O)(=O)c1ccc(Cl)c(NC(=O)COC(=O)c2ncc(Cl)c(Cl)c2Cl)c1,-1,4,-3,1,2,8,2,3,1
CCCCCCCCOC(=O)C[N+](C)(C)C/C=C(/C)Cl,-4,6,7,6,2,6,-12,10,-1
COc1cc(=O)n(C)c2c(OCC(O)C(C)(C)O)cccc12 (centres undefined),-2,9,2,-1,-2,4,-9,-7,0
CCS(=O)(=O)N1CCN(C(=O)c2cccc3ccccc23)CC1,0,2,4,2,0,-1,4,8,0
O=C(Nc1nc2c(Cl)cccc2s1)C1CC1,-1,-1,10,1,-5,3,4,-8,-10
COC(=O)C(C)n1cnc2c(nnn2-c2cccc(Cl)c2)c1=O (centres undefined),3,2,0,-1,1,11,-7,1,4
Cc1ccc(NC(=O)Cn2c(=S)[nH]c3ccccc32)cc1,-2,1,4,-2,-4,7,2,4,-4
COc1cc(C(=O)NCC(C)C)cc(OC)c1OC,0,0,1,3,-1,1,-3,-3,-2
COc1cc(NS(=O)(=O)c2ccc(NC(C)=O)cc2)nc(OC)n1,0,-3,1,2,-4,-1,2,3,-4
CCN(CC(=O)Nc1ccc(OC)cc1)C(=O)c1ccc2[nH]c3c(c2c1)CC(C)CC3 (centres undefined),-1,x,3,27*,1,4,4,23,9
CCC1(C)Cc2c(sc3nc(SCC(=O)c4ccccc4)[nH]c(=O)c23)CO1 (centres undefined),2,-10,8,9,-9,8,6,2,4
Cc1ccc(-c2nnc(Oc3ccc(NC(=O)c4ccccc4)cc3)c3ccccc23)cc1,-1,-2,-1,1,0,0,-14,-1,4
COc1ccccc1NC(=O)C1CCCN(c2cc(C)nc3ncnn23)C1 (centres undefined),-2,-3,7,7,-1,-1,2,11,-2
CS(=O)(=O)N(CC(=O)N1CCN(Cc2ccccc2)CC1)c1ccccc1F,1,3,3,4,3,0,8,1,3
COc1ccccc1NC(=O)c1nn(-c2ccc(OC(F)(F)F)cc2)ccc1=O,-3,-2,-3,-2,-1,1,-1,7,-2
CCOC(=O)/C(C#N)=C/c1cc2ccccc2nc1Cl,0,-1,14,1,-2,8,7,4,-2
CC(C)[C@H](NC(=O)N1CCn2c1nc1ccccc12)C(=O)NCCc1ccccc1,0,-4,18,4,-2,2,-11,9,7
CCOC(=O)c1ccccc1NC(=O)N1CCn2c(C)ccc2C1CC (centres undefined),3,1,10,0,2,7,4,9,-2
NC(=O)N/N=C/c1sc(=O)n(-c2ccccc2)c1Cl,-4,-3,-9,-7,-4,-1,-10,-1,-7
Cc1cc(C)cc(OCC(=O)OCC(=O)c2c(N)n(C)c(=O)n(C)c2=O)c1,1,-6,5,-2,-2,5,1,3,1
O=C(COc1ccc2cc(-c3ccccc3)c(=O)oc2c1)NCC1CCC(C(=O)O)CC1 (centres undefined),6,-6,13,-2,0,9,0,9,12
CC1CCCC(C)N1/N=C/c1ccc([N+](=O)[O-])cc1 (centres undefined),-2,-7,11,5,-5,-1,-2,1,2
Cc1ccc(NC(=O)Cn2nnc(C(=O)NCc3ccc(Cl)cc3)c2N)cc1F,-9,-4,2,-2,-6,1,-12,-3,-21
O=C(CCCn1c(=O)[nH]c2ccccc2c1=O)NC1CCCCCC1,0,6,-9,7,2,6,9,6,1
NC(=O)Nc1ccccc1C(=O)Nc1ccc2ccccc2c1,-4,2,7,0,-1,-2,3,2,-1
COc1cccc(Nc2ncnc3nc[nH]c23)c1,2,1,1,3,-1,1,-1,-2,0
COc1ccc(N2CCN(C(=O)COC(=O)c3c(-c4ccccc4)noc3C)CC2)cc1,-3,x,8,-1,3,10,6,19,6
CCCCCC[C@@H]([C@@H](C)O)n1cnc2c(N)ncnc21,-3,1,6,-2,2,-2,-2,-12,5
CCOC(=O)c1c(NC(=O)c2c(C(=O)O)cccc2[N+](=O)[O-])sc2c1CCCC2,1,2,18,6,0,19,6,8,5
CC(=O)Nc1cccc(C(=O)O)n1,-3,3,1,4,2,0,2,4,-2
O=C(O)C1CCCCC1C(=O)Nc1ccc2c(c1)OCO2 (centres undefined),-3,2,-3,5,-1,-1,-4,9,-2
O=C(Cc1ccccc1)N1CCCC1c1ccccc1 (centres undefined),0,0,2,12,-1,0,-4,-6,3
Cc1ccc(N2CCC(N3CCN(C)C(CCO)C3)CC2)cc1 (centres undefined),1,-2,6,4,-1,6,-1,5,-3
COCCCNC(=S)N1CCCC(c2nc3cc(C)c(C)cc3[nH]2)C1 (centres undefined),0,8,7,3,0,6,-10,5,4
COc1ccc([C@H]2/C=C\CN(Cc3ccc(N(C)C)cc3)[C@@H](C)C(=O)N2Cc2ccc(F)cc2)cc1,2,8,8,-1,-2,1,3,-2,-6
COc1ccc(C(=O)/C=C/c2ccc(OC(=O)c3cc(OC)c(OC)c(OC)c3)cc2)cc1,1,-8,-3,-7,-4,5,-6,0,0

# (more compounds)
SMILES,PAD4 FP inh,GSTO1 counter,PAFAH1B3 inh,PAFAH1B2 inh,LYPLA1 counter,pPAFAH inh,PAFAH2 FP inh,PREPL inh,LYPLA2 counter
CCCCNCC(O)(c1ccc(Cl)cc1)c1ccc(Cl)cc1,1,-6,3,4,-4,1,6,-10,0
Cn1cc(C(=O)N/N=C/c2c(O)ccc3ccccc23)ccc1=O,5,39*,6,13,-2,19,11,20,4
O=C(NCc1ccccn1)c1nnc(Cc2ccc(Cl)cc2)o1,0,2,13,5,1,2,0,3,4
CCN1CCN(C(=O)c2ccc(CN(c3ccc(C)c(C)c3)S(C)(=O)=O)cc2)CC1,0,-8,5,3,-4,6,-2,7,-1
O=C(CN1C(=O)CCSc2ccc(S(=O)(=O)N3CCCC3)cc21)NCc1ccccc1Cl,-4,1,4,7,0,4,3,4,-3
COc1ccc(NC(=O)N(C)C[C@H]2Oc3c(NC(=O)Nc4ccc5c(c4)OCO5)cccc3C(=O)N([C@H](C)CO)C[C@@H]2C)cc1,5,x,6,3,x,-2,-3,26,x
COc1ccc(NC(=O)C(c2ccccc2)N2CCN(c3ccccn3)CC2)cc1Cl (centres undefined),9,0,-2,-3,-2,1,4,5,-1
Oc1ccc(-c2nccc(-c3ccc(F)cc3)n2)cc1,3,-4,4,-2,-7,-1,-4,13,7
CC1(C)CC(=O)C2=C(C1)OC(c1ccc(O)cc1)C(C#N)=C2N (centres undefined),2,-1,-2,2,6,4,-8,-2,6
O=C(CSc1c[nH]c2ccccc12)NCC1CCCO1 (centres undefined),-2,4,1,6,4,-2,4,5,3
CC(C)c1nc(SCC(=O)Nc2cccc(C(F)(F)F)c2)c2c(=O)n(C)c(=O)n(C)c2n1,0,0,-8,2,-1,2,-6,-7,1
COc1ccc(-c2nnc3n(CCc4ccccc4)c(=O)c4ccccc4n23)c(OC)c1,0,-4,6,4,-3,2,7,7,2
CCOc1ccc(S(=O)(=O)N2CCN(c3ccc(OC)cc3)CC2)c2cccnc12,-5,1,2,2,-1,1,0,1,5
CCS(=O)(=O)N1CCN(C(=O)c2ccccc2)CC1,-4,-5,-2,2,-1,5,-5,2,-1
COc1ccc(C(=O)CCN2CCN(c3ccc(OC)cc3)CC2)cc1,-4,-13,10,1,1,-1,6,12,3
O=C(CCn1c(=O)oc2ccccc21)Nc1ccc(N2CCOCC2)cc1,-3,5,-4,0,0,0,4,14,7
CCOC(=O)C1=C(c2ccccc2)NC(SCC(N)=O)=C(C#N)C1c1cccnc1 (centres undefined),-1,-6,9,8,0,3,8,-7,-7
CN1CCCN(C(=O)CSc2ccccc2)CC1,2,-3,5,-2,-3,5,-1,2,-6

# Arranged by molar mass (smallest number first): some entries from above
SMILES,PAD4 FP inh,GSTO1 counter,PAFAH1B3 inh,PAFAH1B2 inh,LYPLA1 counter,pPAFAH inh,PAFAH2 FP inh,PREPL inh,LYPLA2 counter
O=C(Cc1ccccc1)N1CCCC1c1ccccc1 (centres undefined),0,0,2,12,-1,0,-4,-6,3
CCCCCC[C@@H]([C@@H](C)O)n1cnc2c(N)ncnc21,-3,1,6,-2,2,-2,-2,-12,5
CS(=O)(=O)N1CCCC(C(=O)Nc2cccc(F)c2)C1 (centres undefined),3,1,2,-2,2,5,-11,-8,5
COc1ccc(C(=O)/C=C/c2ccc(OC(=O)c3cc(OC)c(OC)c(OC)c3)cc2)cc1,1,-8,-3,-7,-4,5,-6,0,0

# Some of the compounds tested; count on the stated rates, not on these rows.
